Assay outcomes as filed in PubChem.
Tau fibril FP = blocks human tau fibril formation measured by polarization; P10636; K18 P301L tau heparin fibrillization, Alexa594 FP, 6 h; Potency, µM (highest dose often 57.7 µM), inactives show at the highest dose activity, negative = inhibition, usual class: inhibitors; 280,000 tested, 0.39% active; AID 1468; note: nearly all actives have a fitted effect of over 55% in size
Target sequence (P10636 561-689 P618L limits assumed): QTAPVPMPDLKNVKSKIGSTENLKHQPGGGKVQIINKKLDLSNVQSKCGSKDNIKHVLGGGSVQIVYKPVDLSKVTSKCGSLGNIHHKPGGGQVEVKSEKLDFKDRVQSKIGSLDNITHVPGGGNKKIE
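Human K18 P301L fragment (15 uM unlabeled plus 0.24 uM Alexa 594-labeled) in 100 mM sodium acetate pH 7 with compound, aggregation induced by 20 uM heparin for 6 hr at 37 C. ThT (30 uM) added for 1 hr, then Alexa 594 FP read.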
TexasRed fluor = counter-screen for TRb-SRC2 inhibitors: fluorescence interference; TRb/SRC2 Texas Red total fluorescence interference; Potency, µM (titrated, usually from 106 µM), inactives show top-dose fluorescence change, negative = quenching; 280,000 tested, 0.29% active; AID 1479; active = well fitted curve in either direction with a large enough effect; inconclusive = small, poorly fitted or top-dose-only effect
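Flags fluorescent or light-absorbing compounds by total fluorescence, S + 2P, at 555 nm excitation and 632 nm emission. Mixture: 20 nM Texas Red SRC2 peptide, 0.6 uM human TRb LBD, 1 uM T3, 5% DMSO; compound exposure 5 h at ambient temperature.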
TRb SRC2 PPI = inhibitors of human thyroid hormone receptor beta-SRC2 interaction; TRbeta-SRC2 peptide binding, fluorescence polarization; receptor liganded with 1 µM T3; Potency, µM (titrated, usually from 106 µM), without a hit: at the top dose activity change, negative = inhibition, actives largely listed as inhibitors; 280,000 tested, 0.065% active;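 note: plate controls were bound peptide for no effect and peptide without receptor for full effect; nearly all actives have a fitted effect of over 50% in size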
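Each compound concentration gave % activity, normalized to unbound and bound Texas Red SRC2 controls, from polarization read after 5 hr ambient incubation with T3-loaded human TRb LBD.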
JMJD2E inh = blocks human JMJD2E demethylase activity; AID 2147; JMJD2E catalytic domain, FDH-coupled NADH fluorescence (FDH is formaldehyde dehydrogenase); 230,000 tested, 1.6% active; Potency, µM (titrated, usually from 57.1 µM), without a hit: top-dose activity change, negative = inhibition, most hits filed as inhibitors; active = well fitted inhibition curve with a large enough effect, not every such curve was filed as active; inconclusive = small, poorly fitted or top-dose-only effect, or another doubt; inactive = no such curve, though single readings can be large or run the other way;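 note: 0% = wells with enzyme and -100% = buffer wells without enzyme; nearly all actives have a fitted effect of over 50% in size; many of its hits are not listed in these tables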
Target sequence (B2RXH2 1-337 limits assumed): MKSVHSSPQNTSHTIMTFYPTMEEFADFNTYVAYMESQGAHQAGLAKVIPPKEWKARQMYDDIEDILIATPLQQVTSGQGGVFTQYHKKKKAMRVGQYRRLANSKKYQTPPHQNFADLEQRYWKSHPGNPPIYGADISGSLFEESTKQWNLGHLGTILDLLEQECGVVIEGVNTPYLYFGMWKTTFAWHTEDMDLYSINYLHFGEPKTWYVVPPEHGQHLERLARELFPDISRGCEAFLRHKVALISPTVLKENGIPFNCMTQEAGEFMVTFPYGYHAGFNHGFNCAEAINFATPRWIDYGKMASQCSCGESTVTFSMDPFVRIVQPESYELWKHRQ
RECQ1 helicase = blocks DNA unwinding by human RECQ1. Potency, µM (titrated, usually from 57.3 µM), without a hit: at the top dose activity, negative = inhibition, actives largely listed as inhibitors. 240,000 tested, 0.54% active. RECQ1 DNA unwinding, red fluorescence kinetic read. P46063;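 note: plate controls were vehicle for no effect and no enzyme for full effect; nearly all actives have a fitted effect of over 30% in size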
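50 nM RECQ1T1 preincubated 15 min with compound in Tris pH 8.0 buffer with MgCl2, DTT, Tween-20 and 2.5 ug/ml poly(dI-dC); started with 200 nM TAMRA/BHQ-2 forked duplex and 2 mM ATP. Unwinding read as fluorescence (525/598 nm), two reads 2 h apart.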
RGS12 GoLoco inh = RGS12 GoLoco-Gai1 interaction inhibition; Gai1:RGS12 GoLoco peptide FP, rhodamine, 10 min; P63096; Potency, µM (top dose mostly 61.6 µM), for the others: top-dose activity, negative = inhibition, actives largely listed as inhibitors; 230,000 tested, 0.44% active; AID 880; active = well fitted inhibition curve with a large enough effect, not every such curve was filed as active; inactive = no such curve, though single readings can be large or run the other way; note: nearly all actives have a fitted effect of over 30% in size; many of its hits are not listed in these tables
Target sequence (P63096 whole entry, looked up): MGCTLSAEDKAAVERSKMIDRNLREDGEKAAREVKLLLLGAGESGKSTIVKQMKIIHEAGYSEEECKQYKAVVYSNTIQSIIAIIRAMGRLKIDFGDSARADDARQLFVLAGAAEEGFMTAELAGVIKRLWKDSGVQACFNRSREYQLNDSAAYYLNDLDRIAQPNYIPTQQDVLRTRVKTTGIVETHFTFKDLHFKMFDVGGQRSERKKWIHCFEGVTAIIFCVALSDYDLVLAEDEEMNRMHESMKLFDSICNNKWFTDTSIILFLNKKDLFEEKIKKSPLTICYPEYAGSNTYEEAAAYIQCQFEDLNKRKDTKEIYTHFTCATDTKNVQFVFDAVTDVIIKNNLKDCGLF
Tau ThT inhib = blocks human tau fibril formation measured by thioflavin T | 270,000 tested, 2.1% active | AID 1460 | recombinant tau K18 P301L, heparin-induced fibrillization, ThT fluorescence | P10636 | Potency, µM (highest dose often 57.4 µM), for the others: at the top dose activity, negative = inhibition, actives largely listed as inhibitors; note: nearly all actives have a fitted effect of over 55% in size
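Fibril formation assay: tau K18 P301L at 15 uM with trace Alexa 594 label, heparin inducer 20 uM, pH 7 sodium acetate buffer, 37 C for 6 hr; endpoint ThT signal.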
L3MBTL1 block = blocks human L3MBTL1. Q9Y468. AlphaScreen L3MBTL1–H3K9me1 peptide binding. 230,000 tested, 0.66% active. Potency, µM (highest dose often 57.1 µM), without a hit: top-dose activity, negative = inhibition, usual class: inhibitors; note: nearly all actives have a fitted effect of over 60% in size
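L3MBTL1 (50 nM) pre-complexed 30 min with biotinylated H3(1-15)K9me1 peptide (75 nM), then compounds added for 30 min at room temperature; AlphaScreen streptavidin donor/nickel chelate acceptor beads (10 ug/mL final) read after 30 min dark incubation.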
The depositor's hits bear a star; i = inactive; ? = inconclusive; / = not tested or not shown; & = joins results of further samples; [ ] = another dose, or the depositor's remark. Unless noted, calls come from the whole dose curve; as a rule, active = well fitted curve in the direction sought with a large enough effect; inconclusive = small, poorly fitted or top-dose-only effect, or another doubt; inactive = no such curve, though single readings can be large; an effect the other way counts as inactive or inconclusive. Unless noted, % is set by controls: 0 for no effect and ±100 for the full control effect; potency is the fitted concentration of half-maximal effect. Not all compounds are listed, so the mix of outcomes need not match the whole.

Value order – Tau fibril FP, TexasRed fluor, TRb SRC2 PPI, JMJD2E inh, RECQ1 helicase, RGS12 GoLoco inh, Tau ThT inhib, L3MBTL1 block
- CC(=O)NC1=NN(C(C)=O)C(c2ccc(C(C)C)cc2)S1 (stereo not given)
  7%, -7%, 0%, -2%, -5%, 8%, 0%, 5%
- CN1C(CC(=O)Nc2ccc(Cl)cc2Cl)c2ccccc2CC1(C)C (stereo not given)
  -9%, -2%, 8%, ?, -5%, -6%, ?, -9%
- COc1cc(C2CC(=O)c3c([nH]c(C(=O)OCC4CCCCC4)c3C)C2)cc(OC)c1OC (stereo not given)
  -1%, 4%, 1%, /, /, /, -5%, /
- CCOc1ccc(NC(=O)c2cc(F)c(F)cc2Cl)cc1OCC
  12%, 0%, 7%, -3%, -17%, 13%, -11%, 27%
- COc1ccc(N2CCN(C(c3cccc(OC)c3OC)c3nnnn3C3CCCC3)CC2)cc1 (stereo not given)
  3%, -5%, -5%, -12%, 5%, -12%, ?, ?
- CCOP(=O)(OCC)C(NC(=O)Nc1ccc(Cl)c(Cl)c1)C(N)=O (stereo not given)
  -14%, -3%, -8%, 6%, -5%, 9%, -1%, 5%
- COC(=O)c1ccc(NC(=O)CC2C(=O)N(c3ccccc3)C(=O)N2Cc2ccc(F)cc2)cc1 (stereo not given)
  -10%, -1%, 6%, /, /, /, -4%, /
- O=C(Nc1ccccc1Cl)/C(Cl)=C(\Cl)S(=O)c1ccccc1 (stereo not given)
  ?, -2%, -3%, 8%, i, -10%, 2.8µM*, -29%
- CCCCn1c(N)c(N(CC(C)C)C(=O)CCCSc2nncs2)c(=O)[nH]c1=O
  0%, -1%, 5%, ?, -10%, 10%, -1%, -5%
- Cc1c2oc3c(C)ccc(C(=O)N[C@@H]4C(=O)N[C@H](C(C)C)C(=O)N5CCC[C@H]5C(=O)N(C)CC(=O)N(C)[C@@H](C(C)C)C(=O)O[C@@H]4C)c3nc-2c(C(=O)N[C@@H]2C(=O)N[C@H](C(C)C)C(=O)N3CCC[C@H]3C(=O)N(C)CC(=O)N(C)[C@@H](C(C)C)C(=O)O[C@@H]2C)c(N)c1=O
  -19%, 0%[201 µM], 1%[201 µM], /, 3.5µM*, 34%&9%[activator], ?, /
- O=C(NCCc1ccccc1)C1CCN(C2CCN(Cc3ccco3)CC2)CC1
  4%, 0%, 0%, 12%, -7%, 12%, -11%, -4%
- CCn1c(/C=C2\C(=O)Nc3ccccc32)nc2ccccc2c1=O
  2%, 0%, 9%, -3%, 3%, -1%, 7%, -1%
- COC(=O)CCNC(=O)Cn1cnc2sc3c(c2c1=O)CCCC3
  13%, -1%, 5%, 6%, -3%, -3%, -1%, /
- Cc1cc(C(=O)NCC(=O)OCC(=O)N2CCCCCC2)ccc1[N+](=O)[O-]
  -5%, 2%, 1%, -1%, -2%, /, -4%, -2%
- O=C(CSc1nnc(-c2ccc(O)cc2)n1Cc1ccco1)c1ccccc1
  2%, -1%, 3%, 6%, i, 4%, ?, /
- CC(=O)Nc1ccc(Sc2ccccc2C(=O)O)c(C(=O)O)c1
  10%, -2%, -9%, ?, 7%, 5%, -7%, -14%
- CN(C)S(=O)(=O)c1cc(NC(=O)CN2CCN(c3ccccc3O)CC2)ccc1Cl
  14%, -1%, -6%, -8%, 8%, -2%, -13%, -18%
- CCOc1ccc(CCNC(=O)CCc2c(C)nc3cc(-c4ccccc4OC)nn3c2C)cc1
  ?, 1%, -3%, /, /, /, ?, /
- CCN(CC)CCCNC(=S)N(Cc1ccco1)Cc1cc2cc3c(cc2[nH]c1=O)OCCO3
  8%, 0%, -1%, ?, -13%, 15%, 2%, -2%
- O=C(CCCC(=O)NCc1ccccc1)NCc1ccccc1
  3%, -1%, 5%, 10%, -4%, 9%, 8%, 15%
- COc1cc(CNc2ccc3[nH]c(=O)[nH]c3c2)cc(Cl)c1OCc1ccc(F)cc1
  7%, -20%, -5%, /, /, /, ?, /
- O=C(Nc1ccccc1C(F)(F)F)N1CCN(C(c2ccccc2)c2ccccc2)CC1
  8%, 3%, -15%, 0%, 2%, -1%, -4%, /
- Cc1sc2nc(SCC(=O)NCc3ccco3)n(C)c(=O)c2c1C
  1%, 0%, -5%, -8%, -17%, 3%, -5%, 0%
- COc1ccc(NC(=O)c2c(SC)nsc2SC)cc1
  -8%, 1%, -6%, -24%, -2%, 0%, -16%, -1%
- Cc1ccc(Cl)cc1NC(=O)CCc1c(C)nc2c3cccnc3nn2c1C
  -3%, 1%, -2%, /, /, /, -11%, /
- COc1ccc(C(=O)OC(C)CN2CCN(C)CC2)cc1OC (stereo not given)
  4%, 0%, -14%, -2%, -1%, -2%, 2%, 0%
- COc1ccc(NC(=O)N2CCCC2C(=O)Nc2ccc(C)cc2)cc1 (stereo not given)
  -6%, -1%, -12%, -3%, -4%, 2%, -5%, 1%
- Cc1cc(C)c(NS(=O)(=O)c2ccc(-c3cnc(C4CC4)o3)cc2)c(C)c1
  1%, -4%, 6%, /, /, /, -7%, /
- CCOC(=O)CCNC(=O)N1CCN(S(=O)(=O)c2ccc3c(ccn3C)c2)CC1
  -7%, 3%, -8%, /, /, /, -5%, /
- c1ccc(-c2nnc(CSc3ccc4c(c3)OCCO4)o2)cc1
  5%, -3%, -3%, -10%, i, -3%, -12%, 6%

As a working copy, part of the list above.
Value order – Tau fibril FP, TexasRed fluor, TRb SRC2 PPI, JMJD2E inh, RECQ1 helicase, RGS12 GoLoco inh, Tau ThT inhib, L3MBTL1 block
- CC(=O)NC1=NN(C(C)=O)C(c2ccc(C(C)C)cc2)S1 (stereo not given)
  7%, -7%, 0%, -2%, -5%, 8%, 0%, 5%
- CN1C(CC(=O)Nc2ccc(Cl)cc2Cl)c2ccccc2CC1(C)C (stereo not given)
  -9%, -2%, 8%, ?, -5%, -6%, ?, -9%

Remaining list, next part:
Value order – Tau fibril FP, TexasRed fluor, TRb SRC2 PPI, JMJD2E inh, RECQ1 helicase, RGS12 GoLoco inh, Tau ThT inhib, L3MBTL1 block
- CCOc1cc(C)c(Cl)cc1S(=O)(=O)n1ccnc1
  11%, -2%, 5%, 9%, 0%, 0%, 0%, /
- Cc1c(/C=N/Nc2ccc([N+](=O)[O-])cn2)c2ccccc2n1Cc1ccccc1
  8%, 1%, 1%, 8%, -2%, 15%, ?, /
- CCOC(=O)N1CCN(S(=O)(=O)c2cc(Cl)ccc2Cl)CC1
  ?, 0%, -1%, 2%, -6%, 14%, -5%, 10%
- CCc1nnc(NC(=O)c2ccc(-c3ccccc3Cl)o2)s1
  -14%, -4%, 4%, 4%, -14%, 1%, -5%, /
- Cc1cc(=O)n(CC(=O)NC(C)c2ccccc2)c2c1c(C)nn2C (stereo not given)
  4%, -2%, 2%, /, /, /, -5%, /
- CCn1c(SCC(=O)Nc2sc(C)c(C)c2C#N)nnc1C1CC1
  9%, 0%, 4%, -7%, i, 4%, -2%, /
- O=C(/C=C\c1ccccc1)c1ccccc1O
  -2%[11.6 µM], 1%[11.2 µM], 5%[11.2 µM], /, i[11.5 µM], /, -9%[11.5 µM], /
- O=C(c1ccco1)N1CCCSC1=Nc1ccccc1
  0%, -1%, -13%, -2%, i, 7%, 2%, 7%
- Cn1c(-c2ccc3ccccc3n2)nc2cnccc21
  -2%, 3%, -3%, -18%, -6%, 7%, ?, 3%
- COc1cccc(NC(=O)Nc2cc(C)ccc2OC)c1
  -12%, -3%, -9%, 4%, -18%, -11%, ?, -14%
- CCOC(=O)N1CCN(C(=O)C(=O)Nc2ccc3nc4n(c(=O)c3c2)CCCCC4)CC1
  8%, -2%, -5%, -2%, 0%, 0%, -13%, /
- CC(C)CC(NC(N)=O)C(=O)OCC(=O)NC(=O)NC1CCCC1 (stereo not given)
  8%, 0%, -18%, 3%, -8%, 1%, -6%, 2%
- COC(=O)C(C(=O)OC)C(C)C(C(=O)OC)C(=O)OC
  3%, -3%, 6%, 10%, -7%, 6%, -2%, /
- O=C(OCc1ccccc1)c1cccc(-c2nnc(-c3ccccc3)o2)c1
  -2%, 0%, 0%, ?, -14%, 5%, -15%, 2%
- CCN(Cc1ccccc1)C(=O)CCS(=O)(=O)c1cc2c(cc1Cl)NC(=O)CO2
  -20%, -3%, -2%, /, /, /, 4%, 3%
- COC(=O)c1nn(-c2ccccc2)ccc1=O
  -3%, -5%, -2%, -22%, 1%, -9%, -7%, /
- CCOc1cc(C(=O)NCc2ccc(-c3nc4ccccc4o3)cc2)cc(OCC)c1OCC
  -3%, 6%, -1%, 0%, -4%, /, ?, -6%
- CCOC(=O)C1CCN(C(=O)c2ccccc2NC(=O)c2nsc3ccccc23)CC1
  6%, -1%, 0%, /, /, /, -1%, /
- O=C(NCCCCc1ccccc1)c1nn(-c2ccccc2)nc1CO
  0%, -1%, -1%, /, /, /, -13%, /
- CC(C)=CCN1CCN(Cc2ccc(N3CCNC3=O)cc2)CC1CCO (stereo not given)
  4%, -1%, -1%, -7%, 1%, 9%, -16%, 14%
- O=C(Nc1ncc2c(n1)CC(c1ccco1)CC2=O)c1ccc(Cl)cc1 (stereo not given)
  -1%, -20%, 3%, -9%, -18%, -3%, ?, -4%
- O=C(Cn1c(-c2cncs2)nc2ccccc21)NCc1ccccc1
  5%, -3%, -8%, -17%, i, 0%, -8%, /
- O=C(CSc1ncn[nH]1)Nc1ccc2c(c1)OCCO2
  0%, -1%, 2%, 3%, -8%, -22%, -11%, /
- CCSc1nnc(NC(=O)c2cc(OC)c(OC)c(OC)c2)s1
  ?, -2%, 4%, -9%, -3%, -2%, -9%, 2%
- CSc1ccc(CCNC(=O)CCc2c(C)nc3c(c(C)nn3-c3ccc(C)c(C)c3)c2C)cc1
  -8%, -3%, -2%, /, /, /, -6%, /
- CNS(=O)(=O)c1cn(CC(=O)N2CCN(c3ccc(C(C)=O)cc3)CC2)cc1S(=O)(=O)NC
  1%, -2%, -2%, /, /, /, -6%, /
- CCCc1nc(SCC(=O)Nc2nc3c(s2)CCCC3)c2ccccc2n1
  -7%, -1%, -1%, 1%, -7%, 11%, ?, -4%
